RORg inh: inhibitors of mouse ROR gamma transcriptional activity. Drosophila S2 Gal4-RORgamma UAS-luciferase reporter, 20 h. 310,000 compounds, 5.4% hits. P51450. Potency, µM (highest dose often 53.6 µM), without a hit: at the highest dose activity change, negative = inhibition, hits mostly inhibitors. AID 2551; note: potency is the fitted concentration of half-maximal effect; % is set by controls: 0 for no effect and ±100 for the full control effect; nearly all actives have a fitted effect of over 60% in size
Target sequence (P51450 whole entry, looked up, the tested form may be a part): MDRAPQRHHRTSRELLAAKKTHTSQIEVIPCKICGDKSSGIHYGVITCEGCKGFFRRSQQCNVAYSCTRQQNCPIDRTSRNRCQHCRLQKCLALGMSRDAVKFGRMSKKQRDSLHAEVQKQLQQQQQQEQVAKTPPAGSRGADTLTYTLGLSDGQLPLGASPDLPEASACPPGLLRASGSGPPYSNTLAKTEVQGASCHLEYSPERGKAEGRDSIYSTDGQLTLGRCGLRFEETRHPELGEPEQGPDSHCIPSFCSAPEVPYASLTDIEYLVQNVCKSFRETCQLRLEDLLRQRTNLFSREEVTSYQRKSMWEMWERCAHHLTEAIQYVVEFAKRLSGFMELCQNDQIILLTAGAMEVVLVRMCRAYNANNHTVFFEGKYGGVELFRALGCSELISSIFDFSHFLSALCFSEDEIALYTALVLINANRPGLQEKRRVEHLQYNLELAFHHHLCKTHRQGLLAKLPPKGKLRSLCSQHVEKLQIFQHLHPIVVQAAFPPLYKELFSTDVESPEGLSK
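Drosophila S2 cells stably expressing Gal4-DBD/mouse RORγ fusion under metallothionein promoter plus UAS-luciferase; compound 1 h, then 700 uM CuSO4 induction for 20 h at ambient temperature; inhibition read as reduced luminescence.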
VP16 counter: counter-screen for ROR gamma inhibitors: Gal4-VP16 reporter. Drosophila S2 Gal4-VP16 UAS-luciferase, luminescence, 20 h. Potency, µM (doses to about 53.6 µM), without a hit: at the top dose activity, negative = inhibition, actives largely listed as inhibitors. 310,000 compounds, 3.5% hits;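 note: Gal4-VP16 expression switched on by copper sulfate through the metallothionein promoter; potency is the fitted concentration of half-maximal effect; % is set by controls: 0 for no effect and ±100 for the full control effect; nearly all actives have a fitted effect of over 50% in size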
BRCA1 expr up: increases BRCA1 expression. 380,000 compounds, 1.1% hits. Potency, µM (series often up to 46.1 µM), without a hit: at the highest dose activation, actives largely listed as activators. MCF7-BRCA1-FFLuc reporter, luminescence, 48 h; response scale: scaled: vehicle 0%, 10 µM genistein 100%; note: potency is the fitted concentration of half-maximal effect; nearly all actives have a fitted effect of over 80% in size; some results filed as inactive show a strong effect at the top dose
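Luminescence from a BRCA1-driven firefly luciferase in MCF7 cells was the read-out, taken 15 min after substrate addition following 48 h compound exposure at 37 °C. Data were normalized to a 10 microM genistein control and DMSO vehicle.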
ELG1 repair inh: inhibitors of ELG1-dependent DNA repair in HEK293T cells; HEK293T ELG1-luciferase reporter, luminescence, 16 h; DNA damage induced by 5-fluorouridine; Potency, µM (titrated, usually from 46.1 µM), for the others: at the highest dose activity change, negative = inhibition, actives largely listed as inhibitors; 330,000 compounds, 2.3% hits; note: potency is the fitted concentration of half-maximal effect; % is set by controls: 0 for no effect and ±100 for the full control effect; nearly all actives have a fitted effect of over 55% in size
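Overnight (16 hr) co-exposure of 2,000 cells/well to 5-fluorouridine and compound at 37 °C preceded detection. Luciferase was quantified via ONE-Glo luminescence; loss of signal denotes inhibition.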
p53 reactivation: restores transcriptional activity of mutant p53; AID 504706; H1299 p53-A138V BP100-luciferase reporter, luminescence, 24 h; Potency, µM (doses to about 92.2 µM), without a hit: at the highest dose activity change, positive = activation, actives largely listed as activators; 320,000 compounds, 0.063% hits; note: potency is the fitted concentration of half-maximal effect; % of control where 0% means no effect; nearly all actives have a fitted effect of over 45% in size
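H1299 (p53-null), stable ts p53-A138V + BP100-Luc; 1000 cells/well, Opti-MEM/10% FBS; cpd 4 pt, 1:5; 24 h, 37 deg C, 5% CO2; detection reagent 10 min RT; luminescence.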
NPC1 promoter act: NPC1 promoter activation; 320,000 compounds, 2.4% hits; AID 485313; Potency, µM (top dose mostly 9.22 µM), for inactives: at the top dose activation, actives largely listed as activators; Huh7 NPC1 promoter luciferase reporter, 24 h;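 note: potency is the fitted concentration of half-maximal effect; % of control where 0% means no effect; nearly all actives have a fitted effect of over 60% in size; reporter is driven by a mutant NPC1 promoter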
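Luciferase expression driven by the NPC1 promoter was measured in stably transfected Huh7 cells after a 24 h compound incubation, using a luciferase reagent and a luminescence read.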
Tb PFK inh: T. brucei PFK enzyme inhibition | O15648 | T. brucei PFK, ADP-Glo luminescence | Potency, µM (series often up to 57.5 µM), inactives show top-dose activity, negative = inhibition, usual class: inhibitors | 330,000 compounds, 0.17% hits;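 note: potency is the fitted concentration of half-maximal effect; 0% = uninhibited 1x PFK enzyme wells and -100% = no-enzyme wells; nearly all actives have a fitted effect of over 60% in size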
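ADP-Glo luminescence quantified ADP after 45 min at room temperature, with 1.25 nM T. brucei PFK, 0.1 mM ATP and 0.5 mM fructose-6-phosphate in pH 8.0 TEA buffer. qHTS titrations up to 57 µM; curves classified by quality.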
FLuc counter: inhibits or activates purified firefly luciferase, miR-21 counter-screen | P08659 | purified FLuc, Km substrates, luminescence inhibition | Potency, µM (highest dose often 57.5 µM), for inactives: at the highest dose activity change, negative = inhibition, actives largely listed as inhibitors | 360,000 compounds, 6.9% hits;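 note: potency is the fitted concentration of half-maximal effect; plate controls were vehicle for no effect and reference inhibitor for full effect; nearly all actives have a fitted effect of over 55% in size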
Target sequence (P08659 whole entry, looked up): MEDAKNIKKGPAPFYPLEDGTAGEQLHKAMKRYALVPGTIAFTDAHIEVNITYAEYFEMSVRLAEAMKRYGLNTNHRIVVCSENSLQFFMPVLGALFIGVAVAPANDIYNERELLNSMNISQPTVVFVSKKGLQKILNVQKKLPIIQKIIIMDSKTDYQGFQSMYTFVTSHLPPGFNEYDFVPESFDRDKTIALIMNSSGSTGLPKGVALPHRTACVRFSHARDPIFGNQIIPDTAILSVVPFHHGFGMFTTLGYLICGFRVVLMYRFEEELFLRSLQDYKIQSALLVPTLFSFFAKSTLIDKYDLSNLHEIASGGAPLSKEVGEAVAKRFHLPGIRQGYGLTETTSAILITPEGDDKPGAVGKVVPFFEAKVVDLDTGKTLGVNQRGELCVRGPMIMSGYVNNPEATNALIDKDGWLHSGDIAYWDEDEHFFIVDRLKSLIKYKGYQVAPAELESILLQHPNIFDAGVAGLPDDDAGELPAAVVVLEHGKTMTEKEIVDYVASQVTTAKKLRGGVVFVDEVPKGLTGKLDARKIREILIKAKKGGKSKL
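Biochemical qHTS of compounds, final roughly 60 µM downward over six points, against 10 nM purified firefly luciferase using Km concentrations of substrates (10 uM D-luciferin, 10 uM ATP) in Tris acetate pH 7.5 buffer; luminescence output.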
ELG1 genotoxic: genotoxicity induction in ELG1-luciferase HEK293T cells; HEK293T ELG1-luciferase reporter, luminescence, 16 h; Potency, µM (highest dose often 46 µM), for inactives: at the top dose activity change, positive = activation, usual class: activators; 330,000 compounds, 1.3% hits; note: potency is the fitted concentration of half-maximal effect; % of control where 0% means no effect; nearly all actives have a fitted effect of over 60% in size
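Luminescence read-out: rising ELG1-luciferase signal, reflecting elevated ELG1 protein under genetic stress, flags genotoxic compounds. Cells were treated for 16 hr at 37 °C before ONE-Glo detection.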
Rab9 prom act: activates the Rab9 promoter; 320,000 compounds, 2.8% hits; Huh7 Rab9 promoter-luciferase reporter, luminescence, 24 h; Potency, µM (doses to about 9.22 µM), for inactives: top-dose activation, negative = inhibition, usual class: activators; AID 485297; note: potency is the fitted concentration of half-maximal effect; % of control where 0% means no effect; nearly all actives have a fitted effect of over 60% in size
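Huh7 cells stably carrying a Rab9 promoter-luciferase reporter, 1500 cells per well in OP-MEM I with 10% FBS, treated with compound 24 hours at 37C. Luciferase activity read by luminescence after 10 minutes with Amplite reagent.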
TRPV1 agonist: agonists of human vanilloid receptor 1 (TRPV1); TRPV1-expressing cells, Fluo-8 calcium influx, agonist mode; activation, % at 8.33 µM; 320,000 compounds, 0.19% hits; Q8NER1; in the data active = activation above about 80%; inconclusive = between about 30% and that limit; note: 0% is about no effect
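Fluo-8 calcium influx in TRPV1-expressing cells, kinetic read (ex 480/em 520 nm). Compound added and read 3 min for agonist activity, followed by capsaicin at EC20 final and 2 min further read for enhancement.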
* hit, by the source's call; ? = inconclusive; · = not tested or not shown; & = joins results of further samples; [ ] = another dose, or the depositor's remark. Unless noted, calls come from the whole dose curve; as a rule, active = well fitted curve in the direction sought with a large enough effect; inconclusive = small, poorly fitted or top-dose-only effect, or another doubt; inactive = no such curve, though single readings can be large; an effect the other way counts as inactive or inconclusive.

compound	RORg inh	VP16 counter	BRCA1 expr up	ELG1 repair inh	p53 reactivation	NPC1 promoter act	Tb PFK inh	FLuc counter	ELG1 genotoxic	Rab9 prom act	TRPV1 agonist
O=C(Nc1nn(Cc2ccc(Cl)cc2)cc1Br)c1ccc(COc2ccccc2Cl)o1	39%	2%	-55%	18µM*	6%	-1%	-4%	-2%	-17%	-9%	0
CC[C@@H]1C=C(C(=O)O)[C@H](c2cccc(C)c2)N1S(=O)(=O)c1ccc(C)cc1	·	·	8%	7%	2%	·	4%	·	2%	·	·
O=C(COC(=O)c1ccc(CN2CCCC2=O)cc1)Nc1ccc(F)cc1	·	·	36%	18%	10%	11%	-12%	2%	9%	17%	1
Cn1nc(C(=O)NC2CCCC2)c2ccccc2c1=O	·	·	-9%	?	14%	-1%	-5%	·	12%	-5%	1
CCCCNC(=O)c1onc(CSc2cccc(F)c2)c1C(=O)O	27%	-1%	-9%	-3%	1%	0%	0%	?	0%	4%	0
Cc1cc(Cl)ccc1NC(=O)Nc1c(C)n(-c2ccccc2)c(=O)n1C	-12%	-2%	-4%	-10%	-1%	-1%	-3%	4%	-2%	-2%	2
COc1ccc(C)cc1NC(=O)CSc1nnc2ccc(-c3ccccn3)nn12	·	·	-2%	-11%	2%	-5%	-4%	8%	0%	-3%	1
CCOC(=O)c1[nH]c2ccc(Br)cc2c1NC(=O)CCN1CCOCC1	-2%	3%	-29%	-23%	-5%	-7%	-6%	0%	-4%	-1%	17
CCO/C=C/C(=O)N(C)CCC#N	10%[10 µM]	2%	-20%	8%	-3%	10%	-1%	-1%	0%	4%	-2
CCC(C(=O)NCc1ccccn1)n1c2ccccc2c2nc(=O)cc(C)n21 (configuration not stated)	-5%	3%	-6%	5%	2%	1%	-4%	3%	0%	-6%	2
OC(COCc1ccc(Cl)cc1)CN1CCc2ccccc2C1 (configuration not stated)	-4%	?	-27%	0%	-6%	-2%	1%	2%	1%	0%	4
Cc1nc2cc(-c3cccc(F)c3)nn2c(N2CCN(C(=O)c3ccco3)CC2)c1C	37%	9%	-67%	16µM*	?	4%	6%	17µM*	?	-1%	81*
CCOc1ccc(S(=O)(=O)NCCCN2CCCC2=O)cc1	-1%	-5%[10 µM]	0%	-4%	2%	-3%	3%	4%	-5%	-9%	0
CN(CCC#N)C(=O)COC(=O)c1c2c(nc3ccccc13)/C(=C/c1ccco1)CC2	?	-2%	?	?	?	?	?	11µM*	8%	?	-3
O=C(Cc1nn[nH]n1)Nc1cc(Cl)cc(Cl)c1	28%	-7%	-24%	12%	-3%	0%	1%	-2%	0%	-7%	-1
O=C(CSc1n[nH]c(-c2cccs2)n1)NC1CCS(=O)(=O)C1 (configuration not stated)	·	·	3%	-3%	·	1%	-9%	3%	-4%	5%	3
O=C(O)CCc1nn2c3ccccc3nc2n(Cc2ccccc2)c1=O	7%	-5%	-1%	?	-5%	0%	-7%	-10%	-2%	0%	-5
O=C(CSc1nc2ccccc2c(=O)n1NC(=O)Cc1ccccc1)NCc1ccccc1	36%	-5%	-16%	-8%	0%	2%	0%	2%	-6%	0%	2
Cc1ccc2cc(C)c(N3CCN(c4ccccn4)CC3)nc2c1	23%	-5%	56%	?	-1%	6%	2%	2%[2.3 µM]	-6%	-3%	?
C(=C\c1ccccc1)/C=N/N1CCN(c2ccccn2)CC1	-24%	?	?	?	24%	?	-13%	12µM*	4.1µM*	?	-5

2 of these compounds, reformatted.
smiles: C(=C\c1ccccc1)/C=N/N1CCN(c2ccccn2)CC1
  RORg inh: -24%
  VP16 counter: ?
  BRCA1 expr up: ?
  ELG1 repair inh: ?
  p53 reactivation: 24%
  NPC1 promoter act: ?
  Tb PFK inh: -13%
  FLuc counter: 12µM*
  ELG1 genotoxic: 4.1µM*
  Rab9 prom act: ?
  TRPV1 agonist: -5
smiles: CCCCNC(=O)c1onc(CSc2cccc(F)c2)c1C(=O)O
  RORg inh: 27%
  VP16 counter: -1%
  BRCA1 expr up: -9%
  ELG1 repair inh: -3%
  p53 reactivation: 1%
  NPC1 promoter act: 0%
  Tb PFK inh: 0%
  FLuc counter: ?
  ELG1 genotoxic: 0%
  Rab9 prom act: 4%
  TRPV1 agonist: 0

The list goes on:
compound	RORg inh	VP16 counter	BRCA1 expr up	ELG1 repair inh	p53 reactivation	NPC1 promoter act	Tb PFK inh	FLuc counter	ELG1 genotoxic	Rab9 prom act	TRPV1 agonist
O=C(O)CCN1C(=O)c2ccc(NC(=O)c3ccco3)cc2C1=O	6%	-5%	-10%	-4%	-2%	0%	0%	2%	-1%	1%	-1
C/C(=N\NC(=O)c1ccccc1)c1ccc(NC(=O)c2cccs2)cc1	-7%	5%	5%	?	?	28%	0%	?	?	?	6
COc1ccc(N(CC(=O)NCc2ccccc2Cl)S(=O)(=O)c2c(C)noc2C)cc1	7%	11%	-4%	-4%	-1%	-3%	1%	2%	-5%	-6%	4
COc1ccc(CCN(C)C(=O)N2CCOCC2)cc1OC	-25%	-1%	-2%	9%	-1%	1%	0%	1%	1%	-2%	4
Cc1cc(C)c(-c2csc(NC(=O)c3n[nH]c(=O)c4ccccc34)n2)c(C)c1	?	?	-43%	8%	-7%	-10%	0%	2%	4%	-20%	-1
Cc1cc(NC(=O)CC23CC4CC(C2)CC(CC(=O)Nc2cc(C)on2)(C4)C3)no1	-10%	-10%	-15%	-15%	-4%	-2%	-1%	-13%	-1%	-8%	2
COc1cc(OC)cc(C(=O)NC(C)CNc2ccc(Cl)cc2[N+](=O)[O-])c1 (configuration not stated)	16%	3%	-20%	?	-7%	-3%	0%	-3%	-5%	-1%	1
O=C(CCCC(=O)N(CC(=O)NC1CCCCC1)c1ccc(F)cc1)Nc1ccccn1	-6%	4%	-7%	2%	-5%	1%	1%	1%	-4%	0%	-4
C[C@H](CO)N1C[C@H](C)[C@H](CN(C)CC2CCCCC2)Oc2ccc(NS(=O)(=O)c3ccc(F)cc3)cc2CC1=O	·	·	-68%	0%	2%	·	1%	·	-6%	·	·
O=C(CSc1nc2ccsc2c(=O)n1NC(=O)c1ccccc1)NCc1ccco1	28%	8%	53%	25%	15%	-5%	-4%	-12%	7%	2%	0
CC1(C)CC2CC(C)(CN2S(=O)(=O)c2ccc(C(=O)Nc3cccc(S(=O)(=O)N4CCOCC4)c3)cc2)C1 (configuration not stated)	?	0.5µM*	-7%	?	3%	-31%[inhibitor]	-2%	-1%	?	-36%[inhibitor]	-8
NC(=O)Cn1c(=O)n(C2CCCCC2)c(=O)c2c3c(sc21)CCCCC3	-5%	-10%	-42%	0%	-10%	2%	10%	0%	0%	-4%	-3
COc1ccc(/C=N/n2c(C3CCCCC3)n[nH]c2=S)c(OC)c1	3.5µM*	7.1µM*	-18%	-5%	0%	-4%	-2%	5%	-1%	1%	26
COc1cc(/C=N/O)ccc1OCc1ccc(C(=O)O)cc1	1µM*	4µM*	-91%[inhibitor]	?	-12%	?	8%	0.054µM*	?	0.089µM*	1
COc1cccc(-c2nnc(SCC3CNC(=O)O3)n2-c2ccc(Cl)cc2)c1 (configuration not stated)	-33%	-4%	17%	-1%	-15%	0%	0%	-2%	1%	0%	4
O=C(CSc1nnc(-c2ccccc2Cl)o1)N1CCCCC1	-25%	-7%	64%	?	12%	?	-5%	15µM*	4.6µM*	?	?
O=C(CN1C(=O)NC2(CCCC2)C1=O)Nc1cc(C(F)(F)F)ccc1N1CCOCC1	·	·	-12%	0%	-3%	·	6%	·	1%	·	·
OC(COCC1COc2ccccc2O1)CN1CCN(c2ccccn2)CC1 (configuration not stated)	-25%	1%	-46%&-10%	-15%	-3%	0%	2%	4%	-2%	0%	0
NC(=O)C1CCN(c2ccc(C(F)(F)F)cc2[N+](=O)[O-])CC1	20%	-1%	3%	-1%	-7%	2%	3%[0.46 µM]	3%	0%	3%	?
COc1ccc(/C=C/C(=O)O)cc1S(=O)(=O)NCc1cccnc1	23%	0%	-4%	-3%	·	2%	2%	5%	-1%	-2%	-2
COc1ccc(N2C(=O)C3CCCN3C2c2cccc(OC)c2)cc1 (configuration not stated)	4%	-2%	0%	?	10%	0%	3%	0%	7%	-3%	·
O=C(NC1CCCCC1)C(c1ccc(F)cc1)N(CCN1CCOCC1)C(=O)c1ccc(-c2ccccc2)[nH]1 (configuration not stated)	21%	-1%	-13%	-7%	1%	-1%	-2%	2%	-2%	-1%	3
